APOBEC3A inh – inhibitors of human APOBEC3A DNA deaminase; inhibition, % at 20 µM; actives 0.41% (n = 330,000); recombinant A3A, FAM/TAMRA ssDNA deamination fluorescence; AID 493011;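 active = at least 40% inhibition at 20 µM here, with at most 30% in a related deaminase screen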;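 note: plate controls were A3A with DMSO for no effect and wells lacking A3A enzyme for full effect; some results filed as inactive read as strong as hits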
Target sequence (P31941 whole entry, looked up): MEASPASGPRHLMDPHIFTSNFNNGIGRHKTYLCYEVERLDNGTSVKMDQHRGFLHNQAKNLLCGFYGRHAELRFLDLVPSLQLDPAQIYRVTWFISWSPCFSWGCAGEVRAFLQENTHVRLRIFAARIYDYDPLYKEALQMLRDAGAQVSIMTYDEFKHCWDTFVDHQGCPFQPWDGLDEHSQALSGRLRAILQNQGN
APOBEC3G inh – APOBEC3G (human) deaminase inhibition; Q9HC16; recombinant A3G, ssDNA deamination FAM/TAMRA fluorescence; inhibition, % at 20 µM; actives 0.28% (n = 330,000); AID 493012;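 active = inhibition of at least 40% at 20 µM, with no more than 30% in the related APOBEC3A deaminase screen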;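 note: plate controls were DMSO wells with A3G for no effect and wells lacking A3G enzyme for full effect; some compounds called inactive have numbers as strong as hits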
Target sequence (Q9HC16 whole entry, looked up): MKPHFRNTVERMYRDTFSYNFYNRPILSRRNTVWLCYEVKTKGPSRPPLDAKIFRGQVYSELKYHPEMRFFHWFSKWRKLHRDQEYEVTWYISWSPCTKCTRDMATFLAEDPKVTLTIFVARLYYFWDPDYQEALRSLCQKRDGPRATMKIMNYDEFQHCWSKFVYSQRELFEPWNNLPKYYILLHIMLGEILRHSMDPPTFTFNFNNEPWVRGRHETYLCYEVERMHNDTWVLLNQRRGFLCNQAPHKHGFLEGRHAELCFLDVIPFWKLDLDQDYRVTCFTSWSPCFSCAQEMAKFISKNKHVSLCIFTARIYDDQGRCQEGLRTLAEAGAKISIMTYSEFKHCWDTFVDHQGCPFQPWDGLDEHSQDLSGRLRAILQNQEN
NALP3 yeast inh – blocks the NALP3 inflammasome reconstituted in yeast. Yeast reconstituted NLRP3/ASC/caspase-1, beta-gal luminescence, 24 h. actives 0.39% (n = 330,000). inhibition, % at 10 µM. AID 2825;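 active = inhibition of 50% or more; inactive = inhibition below 50%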;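 note: plate controls were induced DMSO wells for no effect and uninduced yeast grown without galactose for full effect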
tim10-1 inh – growth inhibitors of tim10-1 mutant yeast. AID 463190. inhibition, % at 20 µM. S. cerevisiae tim10-1 ts strain growth, BacTiter-Glo, 24 h. actives 2.2% (n = 330,000);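 active = inhibition of at least 40%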;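 note: mutant grown at 25 °C; 0% = DMSO wells with yeast and 100% = wells holding no yeast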
hIAP block – blocks human intestinal alkaline phosphatase | P09923 | purified IAP, CDP-Star luminescence, 30 min | inhibition, % at 10 µM | actives 0.12% (n = 330,000);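 active = inhibition reaching a set limit with compound at 10 µM in the primary screen, cut at about 35% in these data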;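 note: plate controls were DMSO wells with enzyme for no effect and no-enzyme buffer wells for full effect; values of inactives mirror those of a sister screen read the other way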
Target sequence (P09923 whole entry, looked up): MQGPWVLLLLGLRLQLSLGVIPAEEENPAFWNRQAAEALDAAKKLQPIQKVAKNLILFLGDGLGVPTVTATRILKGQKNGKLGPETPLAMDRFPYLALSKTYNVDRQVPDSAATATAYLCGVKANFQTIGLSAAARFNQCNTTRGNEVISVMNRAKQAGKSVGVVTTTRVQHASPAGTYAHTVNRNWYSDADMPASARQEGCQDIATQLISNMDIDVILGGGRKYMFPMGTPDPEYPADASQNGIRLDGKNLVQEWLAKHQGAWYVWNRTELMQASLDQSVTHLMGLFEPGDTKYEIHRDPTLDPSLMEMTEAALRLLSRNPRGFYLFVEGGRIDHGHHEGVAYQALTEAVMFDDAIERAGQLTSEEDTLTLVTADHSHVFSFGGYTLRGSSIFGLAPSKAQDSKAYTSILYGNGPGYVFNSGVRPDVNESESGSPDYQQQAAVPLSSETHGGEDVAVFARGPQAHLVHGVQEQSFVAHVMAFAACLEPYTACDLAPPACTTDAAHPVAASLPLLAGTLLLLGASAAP
MIN6 prolif – inducers of beta-cell replication in MIN6 cells | MIN6 cells proliferation, ATPlite luminescence, 48 h; cells starved in 0.2% serum; 100% = growth in 10% serum | proliferation, % at 10 µM | actives 0.29% (n = 330,000) | AID 2380;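 active = compounds whose signal lies at least 3.5 SD above the mean of all wells on their plate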;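 note: 0% = DMSO-treated cells in low-serum medium and 100% = 10% serum control; some compounds called inactive have numbers as strong as hits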
TIM10 inh – TIM10 yeast growth inhibition; inhibition, % at 10 µM; AID 463195; S. cerevisiae TIM10 strain growth, BacTiter-Glo luminescence, 24 h; actives 1.4% (n = 330,000);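 active = inhibition of 40% or more at the single tested concentration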;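 note: wild-type TIM10 isogenic control strain grown at permissive 25 °C; 0% = DMSO yeast wells and 100% = minimal medium wells without yeast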
mIAP act – increases mouse intestinal alkaline phosphatase activity; muIAP, CDP-Star luminescence, 30 min; active compounds read high; 1 = vehicle-only enzyme signal, 0 = enzyme-free wells; activation factor at 10 µM; actives 0.24% (n = 330,000); AID 2805;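 active = activation factor of at least 2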; note: the source names both 10 and 20 µM as test concentration; values of inactives mirror those of a sister screen read the other way
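Assay system: mouse IAP enzyme; reagent: chemiluminescent substrate CDP-Star; dosing: test compounds delivered from DMSO solution; schedule: 30 min at room temperature; measured by: luminescence from enzymatic CDP-Star hydrolysis; controls: DMSO-only wells and no-enzyme negative control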
mIAP block – mouse IAP inhibition; AID 2806; purified mouse IAP, CDP-Star luminescence, 30 min; inhibition, % at 10 µM; actives 0.2% (n = 330,000);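 active = inhibition of at least 40% at 10 µM in the primary screen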;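 note: plate controls were DMSO with enzyme for no effect and no enzyme wells for full effect; values of inactives mirror those of a sister screen read the other way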
Starred values were filed as active, the others as inactive.

Screening COc1cccc(CN2CCNC(=O)C2CC(=O)N(C)Cc2nc(C)cs2)c1OC (stereo not given) returned APOBEC3A inh -2.8, APOBEC3G inh -11.0, NALP3 yeast inh 15.4, tim10-1 inh -11.0, hIAP block -19.8, MIN6 prolif -2.8, TIM10 inh 4.4, mIAP act 0.994 and mIAP block 0.6.
Screening O=C(NC(Cc1ccccc1)C(=O)N1CCN(S(=O)(=O)c2ccccc2)CC1)c1ccccc1 (stereo not given) returned APOBEC3A inh -2.7, APOBEC3G inh -12.7, NALP3 yeast inh 8.3, tim10-1 inh -2.6, hIAP block -8.9, MIN6 prolif -0.7, TIM10 inh -14.9, mIAP act 1 and mIAP block 0.0.
`Cc1ccc(/C=C2\C(=O)Nc3ccccc32)o1` gave APOBEC3A inh -3.1, APOBEC3G inh 4.4, NALP3 yeast inh 24.4, tim10-1 inh 31.1, hIAP block -7.5, MIN6 prolif -6.1, TIM10 inh 16.3, mIAP act 0.878 and mIAP block 12.2.
COc1ccc(CCNC(=O)CCCC(=O)n2nc(C)c3ccccc32)cc1OC was read as APOBEC3A inh -1.4, APOBEC3G inh -4.2, NALP3 yeast inh -1.4, tim10-1 inh 5.9, hIAP block -7.4, MIN6 prolif 5.9, TIM10 inh -0.4, mIAP act 1.01 and mIAP block -0.8.
For COc1ccc(CNCc2cccn2C)cc1 the results were APOBEC3A inh -5.8, APOBEC3G inh -5.5, NALP3 yeast inh 20.8, tim10-1 inh -17.8, hIAP block 12.1, MIN6 prolif -0.7, TIM10 inh -13.3, mIAP act 0.955 and mIAP block 4.5.
`Cc1cc(C)cc(NC(=O)CCN2CCOCC2)c1` gave APOBEC3A inh -5.5, APOBEC3G inh -6.9, NALP3 yeast inh 20.1, tim10-1 inh -6.8, hIAP block 23.5, MIN6 prolif 1.8, TIM10 inh -5.9, mIAP act 0.907 and mIAP block 9.3.
Cc1cc(NC(=O)C(C)SCC(=O)Nc2ccccc2N2CCCCC2)no1 (stereo not given) was read as APOBEC3A inh 0.2, APOBEC3G inh -3.7, NALP3 yeast inh 14.4, tim10-1 inh 30.5, hIAP block 0.4, MIN6 prolif 1.7, TIM10 inh 0.4, mIAP act 1.05 and mIAP block -4.9.
`Cc1ccc(OCC(=O)Nc2ccc3oc(=O)ccc3c2)c(C)c1` gave APOBEC3A inh 2.7, APOBEC3G inh -6.7, NALP3 yeast inh 22.4, tim10-1 inh 4.8, hIAP block 9.9, MIN6 prolif -2.3, TIM10 inh 12.6, mIAP act 0.951 and mIAP block 4.9.
Screening O=C(CCl)c1ccc2[nH]c(=O)oc2c1 returned APOBEC3A inh -2.5, APOBEC3G inh -4.4, NALP3 yeast inh -18.2, tim10-1 inh -6.1, hIAP block 1.4, MIN6 prolif -4.3, TIM10 inh -8.6, mIAP act 0.694 and mIAP block 30.6.
CC1(C)C[C@H]2C3=CCC4[C@@]5(C)CC[C@H](O)[C@](C)(CO)C5CC[C@@]4(C)[C@]3(C)CC[C@@]2(C)[C@H](O)[C@@H]1O (stereo not given in full) was read as APOBEC3A inh 1.2, APOBEC3G inh -1.5, NALP3 yeast inh 33.3, tim10-1 inh -16.9, hIAP block -1.5, MIN6 prolif -6.2, TIM10 inh 1.8, mIAP act 1.15 and mIAP block -15.3.
Cc1ccccc1OCc1n[nH]c(=S)n1-c1cccc(Cl)c1 was read as APOBEC3A inh -5.9, APOBEC3G inh 3.0, NALP3 yeast inh -0.5, tim10-1 inh 12.2, hIAP block -21.0, MIN6 prolif -1.5, TIM10 inh 20.9, mIAP act 0.943 and mIAP block 5.7.
`Cc1ccc(NCc2nnc(SCC(=O)N3CCc4ccccc43)n2C)cc1` gave APOBEC3A inh 1.4, APOBEC3G inh -1.4, NALP3 yeast inh -3.4, tim10-1 inh 21.7, hIAP block -3.8, MIN6 prolif -0.4, TIM10 inh -2.9, mIAP act 1.03 and mIAP block -3.3.
COc1ccc(CNc2nc(NCc3ccc(OC)cc3)n(C(=O)c3ccccc3[N+](=O)[O-])n2)cc1 was read as APOBEC3A inh -2.9, APOBEC3G inh -3.0, NALP3 yeast inh 9.8, tim10-1 inh 9.7, hIAP block 1.8, MIN6 prolif -1.9, TIM10 inh 1.5, mIAP act 0.974 and mIAP block 2.6.
For COc1ccc(OC)c(C2=NOC(C(=O)Nc3ccccc3SC)C2)c1 (stereo not given) the results were APOBEC3A inh 5.2, APOBEC3G inh 2.3, NALP3 yeast inh 4.2, tim10-1 inh 0.2, hIAP block -8.2, MIN6 prolif -0.4, TIM10 inh 5.7, mIAP act 1.05 and mIAP block -4.7.
Screening CCN(c1ccccc1)S(=O)(=O)c1ccc2[nH]c(=O)[nH]c2c1 returned APOBEC3A inh 1.2, APOBEC3G inh -3.2, NALP3 yeast inh 18.8, tim10-1 inh 11.5, hIAP block -5.9, MIN6 prolif -1.9, TIM10 inh -4.8, mIAP act 0.479 and mIAP block 52.1*.
`Cc1cccc(NS(=O)(=O)c2c(C)n[nH]c2C)c1` gave APOBEC3A inh 1.1, APOBEC3G inh -3.8, NALP3 yeast inh 5.5, tim10-1 inh -3.1, hIAP block 6.4, MIN6 prolif -1.4, TIM10 inh 1.3, mIAP act 1.05 and mIAP block -4.8.
Cc1ccc(C)c(S(=O)(=O)N2CCCOC2CNC(=O)C(=O)NCCCn2ccnc2)c1 (stereo not given) was read as APOBEC3A inh -4.4, APOBEC3G inh -10.1, NALP3 yeast inh 0.2, tim10-1 inh 7.8, hIAP block -1.7, MIN6 prolif 0.0, TIM10 inh -5.6, mIAP act 1.08 and mIAP block -7.6.
`Cc1ccsc1C(=O)N/N=C/c1ccc([N+](=O)[O-])cc1` gave APOBEC3A inh 2.4, APOBEC3G inh 1.8, NALP3 yeast inh 32.5, tim10-1 inh 12.6, hIAP block 1.0, MIN6 prolif 0.0, TIM10 inh -4.1, mIAP act 0.834 and mIAP block 16.6.
Screening Cc1ccc2c(c1)cc1c(=O)[nH]ncn12 returned APOBEC3A inh 1.2, APOBEC3G inh -0.9, NALP3 yeast inh 22.8, tim10-1 inh 7.7, hIAP block 8.6, MIN6 prolif -3.5, TIM10 inh 14.0, mIAP act 0.969 and mIAP block 3.1.
For CCOc1ccc(NC2=NC(C(=O)NCc3ccccc3)CC(=O)N2)cc1 (stereo not given) the results were APOBEC3A inh -1.3, APOBEC3G inh -0.7, NALP3 yeast inh -4.4, tim10-1 inh 4.3, hIAP block -9.8, MIN6 prolif -0.9, TIM10 inh 9.3, mIAP act 1.02 and mIAP block -2.3.
CC(C)C(OC(=O)c1cccs1)C(=O)NCc1ccc2c(c1)OCO2 (stereo not given) was read as APOBEC3A inh 1.0, APOBEC3G inh -8.8, NALP3 yeast inh 6.0, tim10-1 inh 11.8, hIAP block 13.3, MIN6 prolif 5.0, TIM10 inh 0.5, mIAP act 1.09 and mIAP block -8.9.
`CC(=O)Nc1ccc(S(=O)(=O)N(C)CC(=O)NCCC2=CCCCC2)cc1` gave APOBEC3A inh -2.7, APOBEC3G inh -5.0, NALP3 yeast inh 10.1, tim10-1 inh 5.5, hIAP block -11.9, MIN6 prolif -1.6, TIM10 inh 3.8, mIAP act 0.925 and mIAP block 7.5.
`CCOC(=O)c1c(C)oc2c1c(C(c1ccccc1)N1CCOCC1)c(O)c1ccccc12` (stereo not given) gave APOBEC3A inh 3.2, APOBEC3G inh 5.4, NALP3 yeast inh 8.1, tim10-1 inh 38.9, hIAP block 2.5, MIN6 prolif -6.2, TIM10 inh 39.2, mIAP act 0.911 and mIAP block 8.9.
CCOCC(=O)Nc1ccccc1C(=O)O was read as APOBEC3A inh -0.8, APOBEC3G inh -8.0, NALP3 yeast inh -1.6, tim10-1 inh -1.6, hIAP block 0.7, MIN6 prolif -2.1, TIM10 inh 10.0, mIAP act 0.917 and mIAP block 8.3.
Cc1cc(C(=O)Nc2c(C)nn(Cc3ccc(Cl)cc3)c2C)no1 was read as APOBEC3A inh -10.0, APOBEC3G inh -3.2, NALP3 yeast inh 3.1, tim10-1 inh 3.3, hIAP block -1.7, MIN6 prolif 0.5, TIM10 inh -23.3, mIAP act 1.1 and mIAP block -9.8.
`Cc1scc(C(=O)N/N=C/c2ccco2)c1C` gave APOBEC3A inh 1.7, APOBEC3G inh 0.0, NALP3 yeast inh -1.4, tim10-1 inh -11.1, hIAP block 6.5, MIN6 prolif -3.2, TIM10 inh 5.3, mIAP act 0.991 and mIAP block 0.9.
Screening COc1ccccc1NS(=O)(=O)c1cc(C(=O)NCc2ccncc2)ccc1C returned APOBEC3A inh -1.6, APOBEC3G inh -10.1, NALP3 yeast inh 3.9, tim10-1 inh 2.1, hIAP block -8.3, MIN6 prolif -2.1, TIM10 inh -0.5, mIAP act 1.04 and mIAP block -4.1.
CN(C)C(=O)N(CCCN1CCOCC1)Cc1cccc2ccccc12 was read as APOBEC3A inh 1.4, APOBEC3G inh 0.4, NALP3 yeast inh 12.2, tim10-1 inh -11.3, hIAP block -4.6, MIN6 prolif 1.8, TIM10 inh -0.7, mIAP act 0.888 and mIAP block 11.2.
`CC(C)(C)NS(=O)(=O)c1ccc2nc(NC(=O)c3ccc(N4C(=O)CCC4=O)cc3)sc2c1` gave APOBEC3A inh -1.6, APOBEC3G inh -10.8, NALP3 yeast inh -6.6, tim10-1 inh -41.7, hIAP block -22.3, MIN6 prolif 2.2, TIM10 inh -47.0, mIAP act 1.19 and mIAP block -19.3.
For O=C(CN1CCN(C(=O)c2cncn2-c2ccccc2)CC1)Nc1ccccc1Cl the results were APOBEC3A inh -3.7, APOBEC3G inh -5.5, NALP3 yeast inh 23.2, tim10-1 inh -27.6, hIAP block 21.5, MIN6 prolif 4.1, TIM10 inh 6.9, mIAP act 1.04 and mIAP block -4.4.
Screening CCN(CC(=O)Nc1ccc2c(c1)OCCO2)S(=O)(=O)c1ccccc1 returned APOBEC3A inh 2.1, APOBEC3G inh 5.8, NALP3 yeast inh 10.1, tim10-1 inh 12.0, hIAP block -20.1, MIN6 prolif -3.3, TIM10 inh -2.9, mIAP act 1.04 and mIAP block -4.0.
For CCc1ccccc1NC1Nc2cc(C)nn2S1 (stereo not given) the results were APOBEC3A inh -0.7, APOBEC3G inh 14.9, NALP3 yeast inh 22.3, tim10-1 inh 26.8, hIAP block -21.5, MIN6 prolif 0.4, TIM10 inh 6.8, mIAP act 1.03 and mIAP block -2.6.
S=C(NC1CCCCC1)N1CCc2ccccc2C1 was read as APOBEC3A inh 0.1, APOBEC3G inh -0.3, NALP3 yeast inh 33.6, tim10-1 inh 20.5, hIAP block -5.9, MIN6 prolif -1.1, TIM10 inh 12.1, mIAP act 1.01 and mIAP block -0.6.
`O=C(N/N=C/c1cc(Br)c(Br)o1)C(O)c1ccccc1` (stereo not given) gave APOBEC3A inh 27.3, APOBEC3G inh 7.4, NALP3 yeast inh 3.4, tim10-1 inh -0.3, hIAP block -37.1, MIN6 prolif 2.3, TIM10 inh -3.8, mIAP act 0.832 and mIAP block 16.8.

Nothing new here: 2 of the compounds above.
Screening CCN(CC(=O)Nc1ccc2c(c1)OCCO2)S(=O)(=O)c1ccccc1 returned APOBEC3A inh 2.1, APOBEC3G inh 5.8, NALP3 yeast inh 10.1, tim10-1 inh 12.0, hIAP block -20.1, MIN6 prolif -3.3, TIM10 inh -2.9, mIAP act 1.04 and mIAP block -4.0.
For CCc1ccccc1NC1Nc2cc(C)nn2S1 (stereo not given) the results were APOBEC3A inh -0.7, APOBEC3G inh 14.9, NALP3 yeast inh 22.3, tim10-1 inh 26.8, hIAP block -21.5, MIN6 prolif 0.4, TIM10 inh 6.8, mIAP act 1.03 and mIAP block -2.6.
